SNCA expr inh = reduces expression of the alpha-synuclein gene; HEK-293 SNCA-luciferase knock-in, luminescence, 24 h; Potency, µM (series often up to 57.2 µM), without a hit: at the top dose activity change, negative = inhibition, actives largely listed as inhibitors; 140,000 tested, 0.17% active;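 note: potency is the fitted concentration of half-maximal effect; plate controls were DMSO cells for no effect and cell-free wells for full effect; nearly all actives have a fitted effect of over 45% in size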
HEK293 viab = counter-screen for SNCA expression inhibitors: cell viability; 150,000 tested, 0.12% active; AID 1671193; Potency, µM (doses to about 57.1 µM), without a hit: top-dose activity change, negative = cytotoxicity, most hits filed as cytotoxic; HEK-293-SNCA-luc viability, GF-AFC fluorescence, 24 h;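 note: potency is the fitted concentration of half-maximal effect; 0% = DMSO-treated cells and -100% = medium-only wells without cells; nearly all actives have a fitted effect of over 30% in size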
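HEK-293-SNCA-luc cells (1500/well) plated 24 h, then exposed 24 h to a dilution series; GF-AFC added 30 min at 37C, fluorescence 405/540 nm; normalised to medium-only and DMSO wells, Hill fit.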
GPT2 inh = inhibitors of human GPT2 alanine aminotransferase. Q8TD30. Recombinant GPT2, coupled pyruvate oxidase/HRP Amplex Red fluorescence. Potency, µM (doses to about 57.7 µM), inactives show top-dose activity change, negative = inhibition, actives largely listed as inhibitors. 100,000 tested, 0.25% active. AID 1671188; note: potency is the fitted concentration of half-maximal effect; nearly all actives have a fitted effect of over 60% in size; many of its hits are not listed in these tables
Target sequence (Q8TD30 whole entry, looked up): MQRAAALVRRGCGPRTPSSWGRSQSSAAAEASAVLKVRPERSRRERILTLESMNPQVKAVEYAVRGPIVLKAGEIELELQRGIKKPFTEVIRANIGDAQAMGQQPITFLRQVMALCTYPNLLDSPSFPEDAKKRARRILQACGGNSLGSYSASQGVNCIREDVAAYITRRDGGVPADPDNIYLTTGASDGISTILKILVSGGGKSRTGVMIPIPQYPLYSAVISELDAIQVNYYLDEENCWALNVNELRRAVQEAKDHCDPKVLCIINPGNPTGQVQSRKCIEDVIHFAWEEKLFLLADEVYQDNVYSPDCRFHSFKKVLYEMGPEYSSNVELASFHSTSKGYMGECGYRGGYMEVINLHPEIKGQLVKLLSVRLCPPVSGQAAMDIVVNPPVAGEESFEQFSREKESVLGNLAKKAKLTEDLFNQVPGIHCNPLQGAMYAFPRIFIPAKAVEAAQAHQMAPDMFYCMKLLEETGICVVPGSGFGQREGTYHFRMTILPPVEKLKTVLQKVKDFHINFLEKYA
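Fluorescence of coupled pyruvate oxidase/HRP/Amplex Red system (50uM Amplex, 30 min, dark) reports pyruvate formed by GPT2. Enzyme reaction: 10ng/uL GPT2, 2mM L-alanine, 250uM a-KG, 30 min room temperature, pH 7.5; 50uM AOA control.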
IP6K1 inh = blocks human inositol hexakisphosphate kinase 1. IP6K1 kinase, ADP-Glo luminescence, 2 h; active compounds read low. activity change, % (series mostly up to about 58 µM). 140,000 tested, 0.81% active. AID 1645851; in the data active = activity change below about -25%
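ADP-Glo luminescence measures ADP made by human IP6K1 during a 2 h RT reaction with ATP/IP6 (mix at 1.3 mM/130 uM); top library doses 57.5 and 19.1 uM final.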
HEK293 tox = HEK 293 cell cytotoxicity; Potency, µM (highest dose often 115 µM), for inactives: at the top dose activity change, negative = cytotoxicity, most hits filed as inhibitors; 94,000 tested, 6.6% active; HEK 293 viability, ATP luminescence (CellTiter-Glo), 48-72 h; note: potency is the fitted concentration of half-maximal effect; nearly all actives have a fitted effect of over 60% in size
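ATP-coupled CellTiter-Glo luminescence served as viability read-out, recorded 10 min after reagent addition at room temperature. HEK 293 cells, 250 cells/well, had been incubated with pintool-transferred compound for 48 or 72 hr at 37 degree Celsius.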
Luciferase inh = Photinus pyralis luciferase inhibition. P08659. purified P. pyralis luciferase, luminescence, biochemical. Potency, µM (top dose mostly 115 µM), without a hit: at the top dose activity change, negative = inhibition, most hits filed as inhibitors. 76,000 tested, 2.5% active. AID 1347043; note: potency is the fitted concentration of half-maximal effect; nearly all actives have a fitted effect of over 65% in size
Target sequence (P08659 whole entry, looked up): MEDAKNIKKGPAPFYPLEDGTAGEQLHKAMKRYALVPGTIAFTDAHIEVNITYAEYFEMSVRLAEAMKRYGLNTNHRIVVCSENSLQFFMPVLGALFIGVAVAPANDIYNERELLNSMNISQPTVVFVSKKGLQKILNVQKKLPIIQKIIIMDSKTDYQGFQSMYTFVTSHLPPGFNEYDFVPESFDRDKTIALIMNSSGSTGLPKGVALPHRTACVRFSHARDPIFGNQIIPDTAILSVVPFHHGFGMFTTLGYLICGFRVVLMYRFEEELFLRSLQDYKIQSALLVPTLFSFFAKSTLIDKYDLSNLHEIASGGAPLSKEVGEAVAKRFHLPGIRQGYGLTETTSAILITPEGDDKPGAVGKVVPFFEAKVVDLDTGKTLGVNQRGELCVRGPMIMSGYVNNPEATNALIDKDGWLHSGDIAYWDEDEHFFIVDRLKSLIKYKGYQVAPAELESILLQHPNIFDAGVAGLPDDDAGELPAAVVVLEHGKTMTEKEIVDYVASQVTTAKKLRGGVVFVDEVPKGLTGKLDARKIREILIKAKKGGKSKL
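FLuc 10nM, D-luciferin 10uM, ATP 10uM, Mg acetate 10mM, Tris acetate pH 7.5, Tween/BSA; cpd qHTS; enzyme added last; CCD luminescence.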
3T3 cytotox = kills NIH 3T3 cells; Potency, µM (series often up to 96.7 µM), without a hit: at the top dose activity change, negative = cytotoxicity, usual class: inhibitors; AID 1345082; 94,000 tested, 4.3% active; NIH 3T3 viability, CellTiter-Glo ATP luminescence, 48-72 h; note: potency is the fitted concentration of half-maximal effect; nearly all actives have a fitted effect of over 55% in size
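Cytotoxicity is measured as loss of cellular ATP: NIH 3T3 cells (400/well) are exposed to compound for 48 or 72 hr at 37 °C, then CellTiter-Glo luminescence is imaged after 10 min at room temperature.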
Starred values were filed as active, the others as inactive; i = inactive; ? = inconclusive; / = not tested or not shown; [ ] = dose if it differs, or a comment. Unless noted, calls come from the whole dose curve; as a rule, active = well fitted curve in the direction sought with a large enough effect; inconclusive = small, poorly fitted or top-dose-only effect, or another doubt; inactive = no such curve, though single readings can be large; an effect the other way counts as inactive or inconclusive. Unless noted, % is set by controls: 0 for no effect and ±100 for the full control effect.

SMILES	SNCA expr inh	HEK293 viab	GPT2 inh	IP6K1 inh	HEK293 tox	Luciferase inh	3T3 cytotox
COc1ccc2oc(-c3ccc(C)c(NC(=O)CSc4ccc(Cl)cc4)c3)nc2c1	122%[activator]	-10%	/	11	/	/	/
CCc1ccc(OCC(=O)Nc2ccc3c(c2)c2ccccc2n3CC)cc1	-18%	1%	/	21	/	/	/
CN(Cc1ccccc1)c1ncnc2c1nc1n2CCCC1	30%	-16%	/	-12	/	/	/
O=C(c1ccc(F)cc1)N1CCN(c2nc3ncccc3o2)CC1	-1%[87.6 µM]	-3%[87.6 µM]	i	18	-2%[172 µM]	-5%[172 µM]	-22%[138 µM]
COc1cc(NC(=O)C(CCSC)NS(=O)(=O)c2ccc3c(c2)oc(=O)n3C)cc(OC)c1 (centres undefined)	-4%	15%	/	3	/	/	/
Cc1cccc(C(=O)N2CC3CC(C2)[C@H]2CCCC(=O)N2C3)c1 (some centres undefined)	1%	0%	-3%	-3	2%	6%	i
COCC(=O)N1CCc2nc(C(C)C)nc(-c3ccc(O)cc3)c2C1	-9%	?	-29%	-2	-5%	-8%	-21%
CC(NC(=O)C1CCN(C(=O)c2ncn3c2COC(c2ccc(F)cc2)C3)CC1)c1ccc(F)cc1 (centres undefined)	7%	9%	i	1	10%	-6%	i
Cc1cc(C)cc(-c2ccc(CN3CCCC3C(=O)NC3CC3)cc2)c1 (centres undefined)	?	-6%	2%	-8	50µM*	/	?
Cc1c(CCNC(=O)c2ccco2)sc2nc(-c3ccc(F)cc3)nn12	109%[activator]	-22%	/	-24	/	/	/
O=C(OCC1CCCO1)c1ccc2c(c1)N(Cc1ccccc1F)C(=O)c1ccccc1S2(=O)=O (centres undefined)	-28%	-5%	/	22	/	/	/
Cc1nn(-c2ccccc2)c2c1C(C1CC1)N(C1CN([S+](C)(=O)[O-])C1)C2=O (centres undefined)	/	/	/	12	-9%	/	-29%
CCCCN(CC)CCNc1ncnc2onc(-c3ccc(Cl)cc3)c12	22%	-3%	/	12	/	/	/
CS(=O)(=O)N1CCC(C2CCN(Cc3ccc4c(c3)CCO4)C2)CC1 (centres undefined)	-27%	-4%[12.5 µM]	i	4	i	6%	i
COc1ccc(OC)c(Nc2ncc3c(n2)CCN(Cc2cc(OC)c(OC)c(OC)c2)C3)c1	30%[activator]	0%	/	-6	/	/	/
CCc1ccc(C2=C(C)C(N3CCC(C(=O)Nc4ccc(F)cc4)CC3)=NS2(=O)=O)cc1	2%	-9%	/	-8	/	/	/
O=C(N[C@@H]1CNCCC[C@H]1O)c1ccc(OCCN2CCOCC2)cc1	14%[87.6 µM]	1%[87.6 µM]	i	7	-21%[172 µM]	-9%[172 µM]	-8%[174 µM]
Cc1c(C)n(C)c2ccc(C(=O)NCCc3ccc(Cl)cc3)cc12	42%[activator]	2%	/	-16	/	/	/
CCOc1ccccc1CNC(=O)[C@H]1CN(C(C)C)C[C@H]1C(=O)O	-6%	-1%	1%	-9	4%	4%	-1%
COc1ccc(-c2cnc(Nc3cccnc3)c3c2CCO3)cn1	126%[activator][87.6 µM]	?	3%[88.5 µM]	-18	71µM*	?	?
CC(=O)NC1CCN(c2nccc(Nc3ccccc3Cl)n2)CC1	-20%[87.6 µM]	-2%[87.6 µM]	i	-9	?	/	?
CCc1nn(CC(=O)NCCc2ccc(SC)cc2)c(=O)c2cc3sccc3n12	-3%	7%	/	-23	/	/	/
CO[C@@H]1COCC[C@H]1NC(=O)c1cccnc1N(C)C1CCCCC1	-4%	0%	-12%	0	-6%	-4%	-13%
Cc1ccc(NC(=O)N2C[C@@H](Oc3cccnc3)C[C@H]2C(=O)N2CCOCC2)cc1C	-5%	?	i	1	-3%	-2%	-14%
Cc1ncc2c(c1CNC(=O)CCc1ccc(=O)[nH]n1)CCNC2	-12%	-4%	-3%	1	-1%	2%	i
CCCNC(=O)C[C@@H]1CCN(C(=O)c2ccnc(Cl)c2)C[C@@H]1CC	?	6%[87.6 µM]	0%[88.5 µM]	22	3%[172 µM]	12%[172 µM]	-2%[174 µM]
Cc1nn(-c2ccccc2)c2sc(C(=O)Nc3cccc(O)c3)cc12	?	?	/	-27*	/	/	/
Cc1cn2nnc(C(=O)N3CCC(C(=O)Nc4ccc(F)c(F)c4)CC3)c2c(=O)[nH]1	1%	-2%	-19%	2	-3%	0%	i
O=C(C1CCCN1[S+](=O)([O-])c1cccs1)N1CCC(N2CCCC2=O)CC1 (centres undefined)	-7%	12%	i	-4	1%	/	-13%
COc1cccc(CN2CCCCCCNC(=O)[C@@H]3C[C@@H](C(=O)NCCc4cnc[nH]4)C[C@@H]32)c1OC	-18%	-6%	i	-8	-4%	-11%	-16%
Cc1ccc(CNc2nc3c(S(=O)(=O)c4ccc(C)c(C)c4)nnn3c3ccc(Cl)cc23)cc1	-20%	5%	/	6	/	/	/
COc1ccc(CN2C(=O)[C@@H]3C[C@@H](CN3Cc3ccccc3C)Oc3ccccc32)cc1	?	?	-4%[88.5 µM]	9	71µM*	-11%[172 µM]	?
Cc1cccc(C(C(=O)N2CCC(CCn3ccnc3C)CC2)N(C)C)c1 (centres undefined)	8%	-12%	i	5	?	-6%	?
COc1cccc(CN2CCC(C(=O)N3CCCCCCNC(=O)CC3)CC2)c1	5%	7%	i	-6	i	-2%	-2%
Cc1ccccc1-c1nnc(SCC(=O)N2CCCc3ccccc32)o1	-16%	0%	/	-13	/	/	/
O=C(c1cccc(F)c1)N1CCCC(n2cc(-c3nc(-c4ccccc4)no3)nn2)C1 (centres undefined)	68%[activator]	-5%	-13%	10	?	?	?
CCCCCC(=O)N[C@@H](Cn1cc(F)c(=O)[nH]c1=O)C(=O)O	-6%[87.6 µM]	7%[87.6 µM]	-19%[88.5 µM]	21	-2%[172 µM]	5%[172 µM]	-23%[174 µM]
CCN(C(=O)Cn1c(=O)n(CC2CCC(C(=O)NC)CC2)c(=O)c2sccc21)c1ccccc1 (centres undefined)	-6%	3%	/	-1	/	/	/
Cn1ncc2c(C(=O)NCc3cccnc3)cc(C(C)(C)C)nc21	-11%	-7%	-1%	-14	?	/	45µM*
O=C(C1CCC1)N1CCC(c2noc(-c3cnccn3)n2)C1 (centres undefined)	-5%	-4%	i	-7	5%	16%	i
CCOC(=O)c1c(C)n(C)c2ccc(O)cc12	14%	-3%	i	17	/	/	/
CC(C)(O)C#Cc1ccc(CN2CCC(CO)(CCCc3ccccc3)CC2)s1	-28%	-18%	i	-7	?	0%	?
CN(Cc1cccnc1)c1ccc2ncc(Nc3cccc(N[S+](C)(=O)[O-])c3)n2n1	11%[87.6 µM]	8%[87.6 µM]	1%[88.5 µM]	6	-15%[172 µM]	-1%[172 µM]	?
COc1ccc(Cn2c(CCC(=O)Nc3ccccc3OC)nc3cccnc32)cc1	7%	5%	/	-1	/	/	/
CC(=O)c1ccc(NC(=O)CSc2nnc(NC(=O)Nc3ccccc3)s2)cc1	107%[activator]	-6%	/	2	/	/	/

Of the compounds above, these have a COOH group.
SMILES	SNCA expr inh	HEK293 viab	GPT2 inh	IP6K1 inh	HEK293 tox	Luciferase inh	3T3 cytotox
CCOc1ccccc1CNC(=O)[C@H]1CN(C(C)C)C[C@H]1C(=O)O	-6%	-1%	1%	-9	4%	4%	-1%
CCCCCC(=O)N[C@@H](Cn1cc(F)c(=O)[nH]c1=O)C(=O)O	-6%[87.6 µM]	7%[87.6 µM]	-19%[88.5 µM]	21	-2%[172 µM]	5%[172 µM]	-23%[174 µM]

Fetched one by one from the list above, three records:
SMILES	SNCA expr inh	HEK293 viab	GPT2 inh	IP6K1 inh	HEK293 tox	Luciferase inh	3T3 cytotox
Cc1cn2nnc(C(=O)N3CCC(C(=O)Nc4ccc(F)c(F)c4)CC3)c2c(=O)[nH]1	1%	-2%	-19%	2	-3%	0%	i
COCC(=O)N1CCc2nc(C(C)C)nc(-c3ccc(O)cc3)c2C1	-9%	?	-29%	-2	-5%	-8%	-21%
O=C(C1CCCN1[S+](=O)([O-])c1cccs1)N1CCC(N2CCCC2=O)CC1 (centres undefined)	-7%	12%	i	-4	1%	/	-13%

Following part:
SMILES	SNCA expr inh	HEK293 viab	GPT2 inh	IP6K1 inh	HEK293 tox	Luciferase inh	3T3 cytotox
Cn1cc(C2c3nccn3CCCN2C(=O)c2ncccc2F)cn1 (centres undefined)	8%	-3%	-2%	1	5%	-4%	-16%
O=C(CC1CCCC1)N1CCC2(CC1)CC(N(Cc1ccc(F)cc1)C1CC1)CCO2 (centres undefined)	?	-4%	5%	2	45µM*	-2%	?
CCc1cc(=O)n(CC(=O)Nc2ccc(F)c(Cl)c2)c(N2CCOCC2)n1	4%	-13%	i	2	?	1%	-25%
CCC(=O)Nc1nnc(S(=O)(=O)N(C)Cc2ccc(Cl)cc2)s1	-21%	9%	/	-1	/	/	/
Fc1ccccc1-c1cc2c(cn1)CN(Cc1cccnc1)CCN2	?	-1%[87.6 µM]	4%[88.5 µM]	-16	?	32µM*	-22%[138 µM]
O=C(c1cc(C2CC2)no1)N1C[C@@H](CN2CCCCC2)[C@@H](CO)C1	18%	4%	i	20	-5%	0%	-15%
O=C(Cn1nc2n(c1=O)CCCCC2)NCc1ccc(Cl)cc1	1%	1%	i	19	4%	-6%	i
Cc1ccc(NC(=O)CSc2ncc(S(=O)(=O)c3ccc(C(C)C)cc3)c(=O)[nH]2)cc1C	-6%	2%	/	-12	/	/	/
COc1ccc2oc(-c3ccc(C)c(NC(=O)c4ccc(N5CCCCC5)c([N+](=O)[O-])c4)c3)nc2c1	9%	-5%	/	4	/	/	/
O=C(NC1CC1)c1cc(-c2cccc(C(F)(F)F)c2)c2cccn2n1	?	-30%[87.6 µM]	i	4	35µM*	/	?
C[C@@H]1COCCN1c1cc(=O)n2c(n1)N(Cc1cncc(Cl)c1)[C@H](C(F)(F)F)CC2	-28%	-28%	-5%	/	/	/	/
CCOc1ccc(OCCOCCn2c(-c3ccc(Cl)cc3)nc3ccccc3c2=O)cc1	-17%	9%	/	-11	/	/	/
O=C(C1CCCN1C(=O)NC1CCCC1)N1CCC(c2nc3ccncc3[nH]2)CC1 (centres undefined)	2%	9%	-4%	-3	i	/	i
COc1cccc2c1Oc1ncccc1N(C(=O)CCC(=O)NCc1ccc(OC(C)C)cc1)C2	-9%	1%	/	-12	/	/	/
COc1ccc(CC(=O)NC2CCN(c3cc(-c4ccc(F)cc4)[nH]n3)C2)cc1 (centres undefined)	-10%	-20%	?	5	?	6%	?
CC1=C[C@@H](CN2CCC(C(N)=O)CC2)[C@H](C(C)C)C[C@H]1Cc1nnc(-c2cncn2C)o1	9%	5%	4%	4	-16%	0%	-15%
